Bioassay records as filed in PubChem.
ALOX12 inh – inhibitors of human 12S-lipoxygenase ALOX12; P18054; Potency, µM (highest dose often 108 µM), for inactives: at the top dose activity change, negative = inhibition, actives largely listed as inhibitors; actives 1.1% (n = 580,000); purified 12hLO, xylenol orange hydroperoxide absorbance; active means well fitted inhibition curve with a large enough effect; inconclusive means small, poorly fitted or top-dose-only effect, or another doubt; inactive means no such curve, though single readings can be large or run the other way
Target sequence (P18054 whole entry, looked up): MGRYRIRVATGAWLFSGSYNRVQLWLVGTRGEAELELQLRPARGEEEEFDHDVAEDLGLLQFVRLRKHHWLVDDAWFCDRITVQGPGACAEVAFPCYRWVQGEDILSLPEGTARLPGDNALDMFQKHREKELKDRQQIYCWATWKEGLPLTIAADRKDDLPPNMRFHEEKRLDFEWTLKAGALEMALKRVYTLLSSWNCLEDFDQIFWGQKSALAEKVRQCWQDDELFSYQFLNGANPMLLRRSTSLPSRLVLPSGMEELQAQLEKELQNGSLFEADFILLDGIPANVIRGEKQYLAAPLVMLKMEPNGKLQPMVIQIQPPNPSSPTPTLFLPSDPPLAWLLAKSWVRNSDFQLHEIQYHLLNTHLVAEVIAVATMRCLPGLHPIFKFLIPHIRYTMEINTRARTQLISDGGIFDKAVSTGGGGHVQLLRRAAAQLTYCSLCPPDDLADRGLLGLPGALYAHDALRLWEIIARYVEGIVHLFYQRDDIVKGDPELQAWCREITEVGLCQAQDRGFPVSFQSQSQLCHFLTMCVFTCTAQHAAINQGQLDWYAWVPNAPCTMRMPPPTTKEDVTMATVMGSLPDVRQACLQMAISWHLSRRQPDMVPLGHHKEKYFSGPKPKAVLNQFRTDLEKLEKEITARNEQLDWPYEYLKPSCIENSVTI
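Purified human 12hLO at 150 nM in 25 mM Hepes, 0.01% Triton X-100, pH 7.0, preincubated 15 min at room temperature with compound. Reaction started with 40 uM arachidonic acid, 30 min at room temperature. Hydroperoxide measured by Fe-xylenol orange, 573/405 nm absorbance ratio.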
Numbers without * were called inactive; ? = inconclusive; & = joins results of further samples; [ ] = dose if it differs, or a comment. On the % scale 0 is the no-effect control and ±100 the full control effect; potency means the concentration at half of the fitted maximal effect.

structure,ALOX12 inh
Cc1nc(N2CCN(C(=O)c3ccccc3Cl)CC2)cc(C(F)(F)F)n1,49%[activator]
Cc1ccnc(NC(=O)c2cc(-c3ccc(C)o3)nc3ccccc23)c1,10µM*
COc1c(CNC2CCCN(Cc3ccccc3)C2)c(C)nn1C (stereo not drawn),26%
CN1c2cc(C(=O)N3CCN(c4ccccn4)CC3)ccc2C(=O)N2CCCCC21 (stereo not drawn),25%
CCc1ccc(NC(=O)CSc2ncnc3ccccc23)cc1,-67%
O=C(Nc1ccccc1C(F)(F)F)Nc1c(N2CCCC2)c2ccccc2oc1=O,2%
O=C1NC2(CCCN([S+](=O)([O-])c3cccc(C(F)(F)F)c3)C2)COc2ccccc21 (stereo not drawn),85%[activator]
CN(C)c1ccc(-c2noc(-c3cc4cc(F)ccc4oc3=O)n2)cc1,57%[activator]
Brc1ccc(Oc2nc(-c3ccccc3)cs2)cc1,-19%
CCc1ccc(CNC(=O)[C@@]23CCCC[C@H]2N(C)C(=O)CC3)cc1,?
COc1ccc2c(C)c(CC(=O)Nc3nnc(C(C)(C)C)s3)c(=O)oc2c1OC,-25%
COCC(=O)NC1CCC12CCN(C(=O)Nc1ccc3c(c1)OCCO3)CC2 (stereo not drawn),43%[activator]
O=C(/C=C/c1cccs1)Nc1ccc2c(c1)CCC2,-16%
Cc1ccc(C(CNc2oc(CC(C)C)nc2C#N)N2CCOCC2)cc1 (stereo not drawn),-2%
COCCN1C(=O)[C@H]2CN(Cc3cc(OC)ccc3OC)C[C@H]2C1=O,29%
COc1ccccc1NC(=O)c1ncoc1-c1cccc(Cl)c1,?
CC(C)C[C@@H]1N[C@H](C(=O)NC2CCC2)Cc2cn(Cc3ccncc3)c3cccc1c23,36%[activator][176 µM]
COCCCNC(=O)c1cc(Nc2ccc(C)c(C)c2)nc2ccccc12,-15%
COc1ccc(-c2cn(C)c(=O)n3cc(COc4ccccc4)nc23)c(C(F)(F)F)c1,2%[176 µM]
CCN(CC1CCN(CCc2ccccc2C)CC1)C(=O)c1csc(C)n1,-2%
COCCN1CCCCCC(O)c2cc(C(=O)N3CCN(c4ccc(OC)cc4)CC3)ccc21 (stereo not drawn),?
Cc1cc(N)c([N+](=O)[O-])cc1C,-9%
OCC1(Cc2ccccc2)CCCN(Cc2cn[nH]c2-c2ccc(F)cc2)C1 (stereo not drawn),3%
O=C(Cc1cccc(Cl)c1)NC1CCN(c2nc3ncccc3o2)CC1,57%&36%[activator]
COc1cccc(CN2CCCC(COc3ccccc3C(=O)N3CCC(C)CC3)C2)c1 (stereo not drawn),32%[activator]
COCCc1noc([C@@H]2CN(C(=O)CC3=CCCCC3)C[C@H]2CO)n1,-5%
O=C(Nc1ccc(F)cc1)C(c1ccccc1OC(F)(F)F)N1CCN(c2cccc(C(F)(F)F)n2)CC1 (stereo not drawn),0%
Cc1c(CCC(=O)NCc2ccccc2)c(=O)oc2c(C)c(O)ccc12,31%[activator]
CC(C)N1C[C@H](O)C[C@H]1c1nnc2n1CCN(C(=O)c1ccsc1)C2,58%[activator]
O=C(c1nc2sccn2c1Br)N1CCCC1,-1%[176 µM]
Cc1nnc(SC(C)C(=O)c2c[nH]c3ccccc23)s1 (stereo not drawn),0%
CCCC(=O)N1CCc2nc(OCC)ccc2C1,7%
COc1cccc(CN2CCCCCCNC(=O)[C@@H]3CCC[C@@H]32)c1,229%[activator]
COc1cccc(Cn2c(=O)c(-c3ccccc3)nc3cnc(N4CCNCC4)nc32)c1,?
CN1C(=O)CC[C@]2(C(=O)NCc3ccccc3F)CCCC[C@@H]12,8%
Cc1ccc(CNC(=O)c2ccc3ccccc3n2)s1,11%
O=C(C1CN(C(=O)c2cccc(Cl)c2Cl)c2ccccc2O1)N1CCOCC1 (stereo not drawn),-21%
CN(C)c1nc(N)nc(CSc2ccccc2Cl)n1,0%
COc1ccc(S(=O)(=O)N2CC[C@H]3NC(=O)N(c4ccc(C)cc4)C(=O)[C@H]32)cc1,3%[176 µM]
CC1CCN(C(C)C(=O)Nc2ccc(C#N)cc2)CC1 (stereo not drawn),-6%
O=C(c1ccc(C(F)(F)F)cc1)N1CCc2nc(-c3ccc(Cl)cc3)nc(-c3ccccc3)c2C1,?
CC(Oc1ccc(Cl)cc1)C(=O)Nc1ccc(N2CCN(C)CC2)nc1 (stereo not drawn),6%
CC(C)Cn1c(CN2CCN(c3ccccc3)CC2)nc2c1c(=O)n(C)c(=O)n2C,3%
O=C(Cn1cccc1-c1nc(-c2ccc3c(c2)OCO3)no1)Nc1ccccc1,29%
CC(C)NC(=S)N/N=C/c1ccc([N+](=O)[O-])cc1,6%
CC(C)C(=O)N1Cc2ccccc2CC2(CCCN(CC3CCNC3)C2)C1 (stereo not drawn),?
Cc1ccc(NC(=O)/C(C#N)=C\c2ccc(OC(F)F)cc2)c(C)c1,?
Cc1ccc(C(=O)N2C[C@@H](F)C[C@H]2C(=O)N2CCCCC2)cc1,-7%
CN1CC(=O)N(c2ccc(Cl)cc2)Cc2c1ncnc2N1CCCCC1,29%
O=C(OCc1cccc(Cl)c1)c1ccc(O)cc1,?
COc1cc(/C=C/C(=O)c2ccc(OCC#N)cc2)ccc1OCCC(C)C,?
O=C(/C=C/c1ccccc1)Nc1cccc(Oc2ccccc2)c1,-26%
O=C(Nc1ccccc1)N1CCC2(CC1)Oc1ccccc1C(=O)N2Cc1ccccc1F,-10%
COc1ccc(CN[C@@H]2CO[C@H](CNC(=O)c3ccccc3)[C@H]2O)cc1,-10%[176 µM]
O=C(NCCCn1nnc2ccccc21)C1NCCc2[nH]cnc21 (stereo not drawn),73%[activator]
CCOC(=O)c1cc(NC(=O)c2ccc(C(C)(C)C)cc2)c(=O)n2c1oc1cc(Cl)ccc12,-34%

The listing continues:
structure,ALOX12 inh
COCCn1c(=O)c(-c2ccc(OC)cc2)nc2cnc(Oc3ccc(OC)cc3)nc21,22%
CNC(=O)N1CCC(Oc2ncccc2C(=O)N(C)C)C1 (stereo not drawn),12%
CCOC(=O)c1cnc2c(Cl)c(Cl)ccc2c1NCC(C)O (stereo not drawn),?
Cc1ccc(C)c(N2CCN(S(=O)(=O)c3ccc(-c4cnc(C)o4)cc3)CC2)c1,24%
COCC(=O)N[C@H]1CC[C@]2(C)CCC([C@H](C)C(=O)NCc3ccc4c(c3)OCO4)[C@H](O)[C@H]2[C@@H]1C (stereo partly drawn),35%[activator]
Fc1ccccc1-c1noc(-c2nc(-c3cnccn3)no2)n1,-7%
CCC1=C(C(=O)OC)C(c2cccc(OC)c2OC)N2C(CC(=O)NC3CC3)=CSC2=N1 (stereo not drawn),39%
O=C(CCc1nnc(-c2ccccc2)o1)Nc1ncc(Cc2cccc(Cl)c2)s1,0%

Reprinted at random: 2 records from the list
structure,ALOX12 inh
COc1ccc(S(=O)(=O)N2CC[C@H]3NC(=O)N(c4ccc(C)cc4)C(=O)[C@H]32)cc1,3%[176 µM]
O=C(C1CN(C(=O)c2cccc(Cl)c2Cl)c2ccccc2O1)N1CCOCC1 (stereo not drawn),-21%

(next part)
structure,ALOX12 inh
COCc1nc(C2CC(N)C2)cc(N2CCC(Cn3cccn3)CC2)n1 (stereo not drawn),-2%
CCOc1ccc2c(n1)CCN(C(=O)Cc1ccc(OC)cc1)C2,13%
CN(C)c1ccc(C(=O)N2CCc3cn(C)c4cccc(c34)C2)cc1,36%
Cn1c(=O)[nH]c(=O)c2c1nc(N1CCCC1)n2CC(O)CO (stereo not drawn),1%
Cc1c(CC(=O)N2CCCC2)c(=O)oc2c(C)c(O)ccc12,-4%
COCCNC(=O)C[C@@H]1C[C@H]2O[C@H](CN(C)C)[C@@H](O)[C@H]2O1,0%[176 µM]
COc1ccc(NC(=O)c2c(NC(=O)CCC(=O)O)sc3c2CCC(C(C)(C)C)C3)cc1 (stereo not drawn),?
COC(=O)C1=CN(c2ccc(C(C)(C)C)cc2)C(N)=C(C#N)C1c1ccc(OC)cc1 (stereo not drawn),1%
Cn1cnc(C(=O)N2CCC(N3C(=O)C4(CCCC4)C3c3ccccc3)CC2)c1 (stereo not drawn),48%[activator]
O=C(CNC(=O)c1cccs1)NCCN1CCC(Cc2ccccc2)CC1,-12%
CCCOc1ccc(/C(O)=C2\C(=O)C(=O)NC2c2ccc(Cl)cc2)cc1 (stereo not drawn),-62%
Cc1noc(C)c1CCC(=O)NC(c1cnn(C)c1)C1CC(O)C1 (stereo not drawn),35%[activator]
O=C(O)c1cccc2c1CCN2S(=O)(=O)c1ccccc1,26%
COc1c(C2CC(=O)Nc3c2ncn3-c2cccc(C(F)(F)F)c2)cc2c(c1OC)OCO2 (stereo not drawn),?
CC(=O)N1CCC2(CCCN(C(=O)Nc3cccc(C#N)c3)C2)CC1,?
COc1ccc(C2Cn3cnc(C(=O)N4CCC(C(=O)NCc5ccc(F)cc5)CC4)c3CO2)cc1 (stereo not drawn),38%
Cc1cccc(NC(=O)COc2ccc3c(C)cc(=O)oc3c2)c1C,-25%
COc1ccc(-n2nnc(C(=O)OCc3ccc(C)cc3C)c2C)cc1,124%[activator]
COC[C@H]1CCCN1C(=O)CC[C@H]1CNC(=O)[C@@H]2[C@@H](CCN2C)N1C,17%[176 µM]
O=C(Cc1ccc(Br)cc1)Nc1cc(Cl)ccc1C(=O)O,?
CCOc1ccc(C(=O)Nc2ccccc2N2CCN(C(=O)c3ccccc3)CC2)cc1,0%
C=CCN1C(=O)COc2ccc(NC(=O)c3cc(=O)c4cccc(C)c4o3)cc21,-29%
Cc1nc(-c2ccc(CN3CCCC(CN)C3)cc2)[nH]c(=O)c1C (stereo not drawn),?
O=C(Nc1ncn(Cc2cccc(C(F)(F)F)c2)n1)c1ccn(COc2ccc(Cl)cc2)n1,42%[activator]
COc1ccccc1C(=O)N1CCC(C)(C(=O)O)CC1,-1%[12.5 µM]
CN1CCCCC12Cc1ccccc1CN(C(=O)c1ccccc1)C2 (stereo not drawn),1%[6.33 µM]
Cc1cc(C)c(S(=O)(=O)N(CC(=O)O)Cc2ccc(Cl)cc2)c(C)c1,?
O=C(NCCc1ccncc1)C1c2ccccc2C(=O)N(Cc2ccccc2)C12CCCC2 (stereo not drawn),20%
COc1cccc(CNC(=O)c2ncoc2-c2cccs2)c1,-3%
CNC(=O)c1ccc(CN(c2nc3ccccc3o2)C2CC2)cc1,-13%
CC(C)(C)OC(=O)N1Cc2ccccc2C[C@H]1C(=O)Nc1ccc2c(c1)OCCO2,-62%
O=C(c1ccsc1)N1CCC2(CC1)NC(=O)N(Cc1ccccc1)C2=O,?

Structural class, the entries above containing sulfur.
structure,ALOX12 inh
CCc1ccc(NC(=O)CSc2ncnc3ccccc23)cc1,-67%
O=C1NC2(CCCN([S+](=O)([O-])c3cccc(C(F)(F)F)c3)C2)COc2ccccc21 (stereo not drawn),85%[activator]
Brc1ccc(Oc2nc(-c3ccccc3)cs2)cc1,-19%
COc1ccc2c(C)c(CC(=O)Nc3nnc(C(C)(C)C)s3)c(=O)oc2c1OC,-25%
O=C(/C=C/c1cccs1)Nc1ccc2c(c1)CCC2,-16%
CCN(CC1CCN(CCc2ccccc2C)CC1)C(=O)c1csc(C)n1,-2%
CC(C)N1C[C@H](O)C[C@H]1c1nnc2n1CCN(C(=O)c1ccsc1)C2,58%[activator]
O=C(c1nc2sccn2c1Br)N1CCCC1,-1%[176 µM]
Cc1nnc(SC(C)C(=O)c2c[nH]c3ccccc23)s1 (stereo not drawn),0%
Cc1ccc(CNC(=O)c2ccc3ccccc3n2)s1,11%
CN(C)c1nc(N)nc(CSc2ccccc2Cl)n1,0%
COc1ccc(S(=O)(=O)N2CC[C@H]3NC(=O)N(c4ccc(C)cc4)C(=O)[C@H]32)cc1,3%[176 µM]
CC(C)NC(=S)N/N=C/c1ccc([N+](=O)[O-])cc1,6%
Cc1ccc(C)c(N2CCN(S(=O)(=O)c3ccc(-c4cnc(C)o4)cc3)CC2)c1,24%
CCC1=C(C(=O)OC)C(c2cccc(OC)c2OC)N2C(CC(=O)NC3CC3)=CSC2=N1 (stereo not drawn),39%
O=C(CCc1nnc(-c2ccccc2)o1)Nc1ncc(Cc2cccc(Cl)c2)s1,0%
COc1ccc(NC(=O)c2c(NC(=O)CCC(=O)O)sc3c2CCC(C(C)(C)C)C3)cc1 (stereo not drawn),?
O=C(CNC(=O)c1cccs1)NCCN1CCC(Cc2ccccc2)CC1,-12%
O=C(O)c1cccc2c1CCN2S(=O)(=O)c1ccccc1,26%
Cc1cc(C)c(S(=O)(=O)N(CC(=O)O)Cc2ccc(Cl)cc2)c(C)c1,?
COc1cccc(CNC(=O)c2ncoc2-c2cccs2)c1,-3%
O=C(c1ccsc1)N1CCC2(CC1)NC(=O)N(Cc1ccccc1)C2=O,?

These rows are one share of the data. The share of hits here may be higher or lower than overall.
